# MITF TRPM1 HTS: activators of MITF-driven TRPM1 promoter reporter, primary screen, cell-based, SK-MEL-5, luciferase, single point; SK-MEL-5 TRPM1-promoter luciferase, 24 h; % of positive control, neutral wells = 0; activation, % at 12.5 µM; hit rate 0.75% among 300,000;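 active means mean activation of at least 80% with every replicate also reaching 80%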;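 further: 0% = neutral control wells and 100% = parthenolide positive control wells; values of inactives mirror those of a sister screen read the other way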
# CDK5 inh: inhibitors of human CDK5/p35 kinase, primary screen, biochemical, single concentration; hit rate 0.01% among 330,000; Cyclin-dependent kinase 5 (Homo sapiens) + Cyclin-dependent kinase 5 activator 1 (Homo …; AID 488839, 2010; inhibition, % at 10 µM; Recombinant CDK5/p35, ADP-Glo luminescence, 60 min;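 active means highest replicate inhibition of at least 50% and at least 75% of replicates reaching 50%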;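 further: plate controls were DMSO neutral control for no effect and GW8510 at 10 µM for full effect; many of its hits are not listed in these tables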
# Wnt act: Wnt/beta-catenin pathway activators, primary screen, cell-based, plate reader, single point | activation, % at 9.35 µM | hit rate 1.2% among 300,000 | Wnt/beta-catenin reporter cell assay, activator; in the data active means activation above about 30%, passing the limit was not always enough;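 further: 0% = neutral control wells and 100% = positive control wells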
# PvdQ acylase: P. aeruginosa PvdQ acylase inhibitors, primary screen, biochemical, fluorescence, plate reader and imaging, single point; purified PvdQ acylase; inhibition, % at 10 µM; hit rate 0.063% among 340,000; in the data active means inhibition above about 30%, passing the limit was not always enough;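 further: 0% = vehicle neutral wells and 100% = reference inhibitor wells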
# HTR5A inv ctr: HTR5A inverse agonists in luminescence cell assay, primary screen, counter-screen for OPRM1-OPRD1 heterodimer inverse agonist project, full-deck HTS; 5-hydroxytryptamine receptor 5A (Homo sapiens), P47898; HTR5A cell line, inverse agonism; inhibition, % at 9.3 µM; hit rate 0.083% among 340,000; AID 504634, 2011; in the data active means inhibition mostly above about 23%, no sharp cut-off; inactive means mostly below about 18%;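 further: 0% = cells with DMSO and 100% = no-cell wells with DMSO; some compounds called inactive have numbers as strong as hits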
# Target sequence (P47898 whole entry, looked up): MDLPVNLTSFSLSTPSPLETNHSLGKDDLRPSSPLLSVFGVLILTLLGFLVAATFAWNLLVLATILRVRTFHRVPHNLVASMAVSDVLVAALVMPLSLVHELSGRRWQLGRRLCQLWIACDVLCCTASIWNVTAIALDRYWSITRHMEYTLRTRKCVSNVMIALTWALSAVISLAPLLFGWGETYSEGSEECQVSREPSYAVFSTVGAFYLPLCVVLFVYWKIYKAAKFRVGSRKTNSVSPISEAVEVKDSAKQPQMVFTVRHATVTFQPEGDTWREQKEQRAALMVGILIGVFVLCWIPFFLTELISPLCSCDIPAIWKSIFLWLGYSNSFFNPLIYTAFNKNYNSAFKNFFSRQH
# SR-BI HDL uptake: inhibitors of SR-BI mediated HDL lipid uptake, primary screen, ldlA[mSR-BI] cells, fluorescence, single point; Scavenger receptor class B member 1 (Mus musculus), Q61009; ldlA[mSR-BI] CHO cells, DiI-HDL uptake fluorescence, 3 h; inhibition, % at 12.5 µM; hit rate 0.96% among 320,000; AID 488896, 2010;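 active means mean replicate inhibition of at least 70% and a set share of replicates each scoring 70 or more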;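 further: 0% = median of neutral control wells and 100% = median of positive control wells; values of inactives mirror those of a sister screen read the other way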
# Target sequence (Q61009 whole entry, looked up): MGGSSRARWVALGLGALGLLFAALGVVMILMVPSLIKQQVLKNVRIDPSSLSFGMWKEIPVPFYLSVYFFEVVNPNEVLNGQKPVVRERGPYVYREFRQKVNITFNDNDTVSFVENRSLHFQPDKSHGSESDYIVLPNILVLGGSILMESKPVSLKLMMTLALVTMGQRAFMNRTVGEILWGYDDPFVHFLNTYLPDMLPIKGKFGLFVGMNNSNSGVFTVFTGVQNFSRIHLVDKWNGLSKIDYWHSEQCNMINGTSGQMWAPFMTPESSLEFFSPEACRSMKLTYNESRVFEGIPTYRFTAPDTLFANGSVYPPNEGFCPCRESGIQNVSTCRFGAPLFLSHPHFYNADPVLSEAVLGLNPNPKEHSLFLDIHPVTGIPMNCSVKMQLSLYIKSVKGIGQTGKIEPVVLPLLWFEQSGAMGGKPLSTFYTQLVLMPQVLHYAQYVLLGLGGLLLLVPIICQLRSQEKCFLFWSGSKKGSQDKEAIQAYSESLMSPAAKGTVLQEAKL
# V-ATPase pH: regulators of yeast V-ATPase proton pumping, primary screen, pHLuorin cytosolic pH fluorescence; hit rate 0.37% among 350,000; response, % at 10 µM; AID 504577, 2011; S. cerevisiae; in the data active means response mostly above about 7.3%, no sharp cut-off; inactive means mostly below about 5.4%; further: actives read high; inactives centre near 0; some compounds called inactive have numbers as strong as hits; reference of the scale not given here
# NSD2 HMT inh: NSD2 histone methyltransferase inhibitors, primary screen, biochemical, AlphaScreen, single concentration, set 2; Histone-lysine N-methyltransferase NSD2 (Homo sapiens), O96028; NSD2 peptide methylation, 120 min; inhibition, % at 12.5 µM; hit rate 0.54% among 310,000; in the data active means inhibition above about 50%
# dFosB activator: activators of delta FosB homodimer, primary screen, biochemical, fluorescence polarization, TAMRA-CDK5 oligo, single point; Protein FosB (Mus musculus), P13346; purified delta FosB; percent of positive-control signal above neutral wells; activation, % at 25 µM; hit rate 0.99% among 340,000;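 active means mean activation above about 17%, with every replicate also reaching it, limit read from the data, passing the limit was not always enough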;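 further: fluorescence polarization rise as delta FosB binds a TAMRA Cdk5 AP-1 oligo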
# HTR5A ag: HTR5A agonists in luminescence cell assay, primary screen, counter-screen for OPRM1-OPRD1 heterodimer agonist project, full-deck HTS. 5-hydroxytryptamine receptor 5A (Homo sapiens), P47898. cell-based. AID 504692, 2011. activation, % at 9.3 µM. hit rate 0.61% among 340,000; in the data active means activation mostly above about 9.5%, no sharp cut-off; inactive means mostly below about 7.6%;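 further: 0% = cells with vehicle only and 100% = reference agonist; strong numbers were not always called active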
# The depositor's hits bear a star; nt = no result given; & = joins results of further samples.
SMILES	PvdQ acylase	HTR5A inv ctr	Wnt act	SR-BI HDL uptake	NSD2 HMT inh	dFosB activator	V-ATPase pH	MITF TRPM1 HTS	CDK5 inh	HTR5A ag
COc1cccc(Nc2n[nH]c(=S)s2)c1	-12	10	nt	-13	2	4	0	11	-2.8	6
COCC(=O)Nc1cc([N+](=O)[O-])ccc1C	4	-14	nt	-36	-1	-5	0	-1	0.1	6
Cc1nc([N+](=O)[O-])c(C(=O)OCc2ccccc2)n1C	-6	10	2	nt	0	-3	1	4	0.8	-1
CN(C)/C=C/C(=O)c1cccc(Cl)c1	4	-10	nt	-14	0	-1	-1	nt	0.7	3
NC(=O)CC(NC(=O)Cc1ccc(Br)cc1)c1ccc(NCCN2CCOCC2)c([N+](=O)[O-])c1 (stereo not given)	2	-3	-2	-33	nt	11	2	0	0.8	4
CCOc1ccc(N2C(=O)CSC2=NC#N)cc1	10	9	17	-13	16	-1	4	-6	0.2	3
COc1ccc(Cl)c(N2CCN(CCCNC(=O)Nc3ccc(C)cc3)CC2)c1	-9	2	-2	nt	5	-7	-2	-5	1.0	-1
CC1CCCN(CC(=O)Nc2cccc([N+](=O)[O-])c2)C1 (stereo not given)	4	11	-1	-5	-3	-2	-3	-1	1.3	2
COC(=O)/C(C(C)=O)=C(\C=C\N(C)C)N(C)C	17	-9	0	-17	-1	1	2	0	0.4	3
O=C(CCCn1nnc(-c2cccnc2)n1)c1ccc(F)cc1	0	-5	-3	0	38	-7	4	-1	-1.4	2
O=C(NCCCc1ccccc1)Nc1cccc(Cl)c1	-6	-10	-1	10	-3	-3	1	17	-0.1	-1
O=C(CN1CCOCC1)Nc1ccc(Cl)c(Cl)c1	-4	1	nt	4	-3	1	1	-13	-14	0
CCn1c(SCC(=O)N2CCCC2)nc2ccccc21	-6	-4	1	-12	0	2	5	-2	-0.8	-2
O=C(Nc1ccc2c(c1)OCCO2)c1ccc(Cl)cc1	0	-22	9	-7	-3	6	0	4	-0.4	3
O=C(NCc1ccc(F)cc1)C1CC(=O)N(C2CCCCCCC2)C1 (stereo not given)	-8	15	-1	-11	-3	4	-3	6	0.3	-4
NC(=O)c1cc(S(=O)(=O)N2CCCC2)ccc1OCCOc1ccccc1	-5	-14	-3	9	nt	-1	3	5	0.2	2
CCOC(=O)c1c(C)nc(C)c(C(=O)OCC)c1-c1cccnc1	3	-27	0	-7	4	-2	-1	4	-1.0	7
CC(=O)c1cccc(NC(=O)CCS(=O)(=O)c2ccc(Br)s2)c1	0	10	8	-4	-12	-3	1	4	-0.3	-4
CCNC(=O)/C=C1\NC(C)(C)Cc2c1ccc1ccccc21	-5	20	-1	11	2	-6	-3	-15	1.6	-2
Cc1nnc(NC(=O)c2cccc(S(=O)(=O)N3CCCC3)c2)s1	-2	-15	1	-9	-2	2	-3	-8	-0.1	3
CCNC(=O)OCC(CC)NC(=O)OCC(C)C (stereo not given)	-6	12	nt	-11	-5	-5	0	4	1.6	-5
O=C(CNC(=O)c1ccc(Br)o1)NCc1ccccc1	-3	-1	1	11	-2	-7	1	-1	-0.5	0
O=C(NC1CCCN(C2Cc3ccccc3C2)C1)c1ccc(F)cc1Cl (stereo not given)	2	8	1	10	-1	-6	-1	1	0.1	-2
COc1cc(C2C3=C(CCCC3=O)Nc3[nH]n(-c4ccccc4)c(=O)c32)ccc1O (stereo not given)	10	-35	3	-4	3	-3	-1	7	1.4	0
Cc1ccc(C(=O)NNC(=O)CSc2nnc(-c3ccncc3)n2C)cc1	3	5	-2	-5	17	3	-1	-4	0.6	-2
O=C(NNC(=O)c1ccccc1F)c1ccc(S(=O)(=O)N2CCCCC2)cc1	4	1	2	8	1	-6	-4	10	-2.3	0
Cc1ccc(NC(=O)CN(C)C(=O)CCOc2cccc(C)c2)cc1	-3	16	31*	nt	17	2	-2	6	-0.4	-5
O=C(CN1C(=O)c2cccnc2Oc2ccc(Cl)cc21)NC1CCCC1	-2	-30	-1	-9	-6	-5	2	8	0.2	-1
CC1CCC(N2CCNCC2)CC1 (stereo not given)	-9	-5	0	-30	-1	1	2	-3	0.2	4
c1csc(C(c2nnnn2C2CCCCC2)N2CCCC3(CCCCC3)C2)c1 (stereo not given)	2	7	-3	-5	4	2	1	7	-1.2	-6
COC(=O)c1ccccc1NC(=O)c1ccc(COc2cccc3ccccc23)o1	-7	6	nt	-3	3	-17	-4	nt	0.1	-2
CCOC(=O)N1CCN(C(=O)C2CCN(S(=O)(=O)c3ccccc3)CC2)CC1	-5	-10	7	-1	-1	4	2	nt	-0.5	-1
COc1ccccc1OCC(=O)Nc1c2c(nn1-c1ccc(C)cc1)CS(=O)(=O)C2	-8	21	-2	23	-2	-3	1	6	0.1	3
CCN1CCN(c2ccc(S(=O)(=O)N3CCOCC3)cc2NC(=O)C(C)Oc2cccc(Cl)c2)CC1 (stereo not given)	12	-6	0	-12	14	2	-4	-3	2.5	3
CCCC(C(=O)NC1CCCC1)N(CC1CCCO1)C(=O)c1snc(C(N)=O)c1N (stereo not given)	0	6	nt	-9	nt	-3	-3	2	0.4	-1
CC(C)NC(=O)CCNC(=O)c1ccc(F)cc1	-9	-12	0	-25	-4	5	5	4	-1.5	1
Cc1cccc(N=C2NC(=O)c3cc([N+](=O)[O-])ccc32)c1	-16	2	21	14	2	4	4	-7	-3.0	-1
CCOC(=O)/C=c1\sc2n(c1=O)CCN=2	-4	-24	nt	-9	2	6	4	23	-0.9	7
CCN(C(=O)COc1ccc(C(=O)c2ccccc2)cc1)c1ccccc1	7	-24	-2	14	3	-14	-4	-2	1.0	5
O=C(NCc1ccccc1)c1ccc(CS(=O)(=O)Cc2ccccc2F)o1	-17	10	-4	nt	-2	-1	-2	-4	-0.3	0
CC1=C(/C=C/C(C)=C/C=C/C(C)=C/CO)C(C)(C)CCC1	-18	-50	-3	-2	nt	-8	1	nt	1.5	11
CCOC(=O)c1c(NC(=O)C2c3ccccc3Oc3ccccc32)sc(C(N)=O)c1C	-13	2	-2	35	-1	32*	-3	nt	-0.2	0
O=S(=O)(Nc1ccc(-n2cccc2)cc1)c1ccc(Cl)c(Cl)c1	-10	-18	0	-27	2	-3	5	nt	2.4	4
C=CCn1c(N)c(C(=O)OCCC)c2nc3ccccc3nc21	-20	-3	-1	41	0	2	0	-5	-1.1	1
CCOC(=O)C1=C(C)NC(=O)C(C(N)=O)C12CCCC2 (stereo not given)	-5	5	2	-44	5	1	-2	13	-0.9	-2
Cc1ccc(NC(=O)CCC(=O)OC(C)C(=O)c2ccccc2)cc1 (stereo not given)	0	-4	-1	-22	4	-2	-3	9	0.7	5
CC(C)Nc1nc(N)c(C(=O)C23CC4CC(CC(C4)C2)C3)s1	-11	-11	1	-7	3	-10	0	nt	9.9	-3
NC(=O)Cc1ccc(C(=O)c2ccccc2F)s1	-5	3	-1	4	2	-11	0	-5	0.2	3
Cc1cc2oc(=O)cc(CN(C)Cc3ccc(OC(F)F)cc3)c2cc1Cl	-5	-16	3	23	-4	-2	0	6	0.2	-2
COC(=O)c1ccc(N2CC3CNC(=O)C2(C(=O)OC)N3C)cc1 (stereo not given)	9&-7	-5&11	2&-3	-1&-15	nt	1&-2	0&-3	17&13	1.3&-2.2	3&-3
CC(C)(C)S(=O)N1Cc2cc(=O)n(Cc3ccccc3)c(CCO)c2[C@@H]1CCO (stereo not given in full)	-9	21	-1	-13	nt	1	-1	-7	1.3	-6
Cc1cccc(NC(=S)NCCc2ccccc2)n1	-9	-14	9	4	-4	-3	-4	17	-0.4	6
COc1cc(/C=C(/C#N)c2nc3ccccc3[nH]2)ccc1Oc1ncccc1[N+](=O)[O-]	-3	-22	nt	65	0	14	2	-25	-1.0	1
C(=N\N1CCN(C2c3ccccc3-c3ccccc32)CC1)/c1ccncc1	-21	-20	nt	51	-2	-7	2	-3	-2.3	9
Cc1cccc(CN2CCN(C(=O)c3ccccc3F)CC2)c1	-17	-11	nt	-25	8	-1	-2	-15	2.4	-2
CCN1CCN(Cc2c(O)ccc3c(=O)c(-c4ccc(OC)c(OC)c4)c(C)oc23)CC1	6	-2	nt	-12	2	1	-2	-6	10	1

# New compounds follow.
SMILES	PvdQ acylase	HTR5A inv ctr	Wnt act	SR-BI HDL uptake	NSD2 HMT inh	dFosB activator	V-ATPase pH	MITF TRPM1 HTS	CDK5 inh	HTR5A ag
O=C(CSc1ccc(Cl)cc1)Nc1cccc(NC(=O)c2ccco2)c1	-2	-2	nt	-5	-3	-18	nt	2	-0.1	1
N#Cc1ccccc1S(=O)(=O)N1CCN(S(=O)(=O)c2ccc(Br)c(C(=O)O)c2)CC1	-15	0	1	-3	1	-3	-2	-7	-0.2	0
CC[C@@H](C)[C@H](NC(=O)OCc1ccccc1)c1nnc([C@@H](NC(=O)OCc2ccccc2)[C@@H](C)CC)o1	1	-5	-3	49	nt	-1	0	8	0.6	4
CC(C)(C)C(=O)NC1CCN(S(C)(=O)=O)CC1	-6	14	-2	-13	-2	5	1	3	6.0	-2
CCOC(=O)C1=CN(Cc2cccc(F)c2)S(=O)(=O)N(C)C1c1cccc(OC)c1 (stereo not given)	-15	-2	-3	10	nt	5	-3	13	-0.3	0
CCOC(=O)C1=C(C)NC(=NC)SC1c1ccccc1 (stereo not given)	-12	-10	0	-2	-1	-11	4	0	-0.2	4
CCN1CCCC1CNC(=O)C1CCN(Cc2nc(-c3cccc(Br)c3)oc2C)CC1 (stereo not given)	5	3	nt	-6	nt	2	1	-60	-2.0	1
CSCC(=O)N1CCCC(CNC(=O)c2ccccc2Cl)C1 (stereo not given)	14	9	-5	-9	-2	-3	-2	-10	1.8	-3
COC(=O)CCC(=O)OC1(C)C(=O)C=C2C=C(C3CC3)N(Cc3ccc(OC)cc3)C=C2C1=O (stereo not given)	16	-59	-2	15	nt	0	-2	-2	2.2	-4
CCCc1nnc(SCC(=O)O)n1CC	-2	-7	-3	-21	0	-4	-1	3	-1.2	2
COc1ccccc1C=NN=C(NN=Cc1ccccc1OC)NN=Cc1ccccc1OC	1	2	-7	27	8	44*	-1	-86	-1.9	0
CCOC(=O)c1cn(CC(=O)Nc2ccc(C)cc2)nn1	3	10	nt	-2	-1	3	-5	nt	-1.6	-3
COC(=O)C1=CN(Cc2ccc(OC)c(OC)c2)C=C(C(=O)OC)C1c1ccccc1F	-4	-5	1	2	-1	-8	-5	nt	-0.4	-1
O=C(Cc1cccs1)Nc1ccc(Cl)cc1	-4	0	23	16	3	-6	-2	19	0.9	2

# Screening data (PubChem)
